# Assay outcomes: PubChem BioAssay, several laboratories
# PKA-R2B activ: activates the human PKA-R2B holoenzyme complex; PKA-R2B holoenzyme dissociation, Cy5-IP20 fluorescence polarization; R2B truncated from residue 108, S112A mutant; 0% DMSO only, 100% 113 µM cGMP; activation, % at 11.4 µM; 0.079% of 340,000 active;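 active = activation above a cutoff set at the mean over all compounds plus 3 SD, cut at about 18% in these data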;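 note: higher means more holoenzyme dissociation and a rise in polarization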
# Cardiac RTF inh: cardiac RTF calcium desensitization; P19429+P45379; IANBD-labeled cardiac RTF, Ca2+ fluorescence; inhibition, % at 7.15 µM; 0.12% of 340,000 active; AID 493244;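 active = inhibition above the mean inhibition of all tested compounds plus 3 SD, cut at about 17% in these data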;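 note: assay run at fixed EC70 calcium of 1.6 mM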
# Keap1-Nrf2 PPI: Keap1-Nrf2 (human) interaction inhibition | 0.15% of 340,000 active | inhibition, % at 9.4 µM | Q14145 | Keap1 Kelch-Nrf2 peptide fluorescence polarization, 1536-well; in the data active = inhibition above about 12%;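 note: human Keap1 Kelch domain with fluorescein labeled Nrf2 9mer peptide probe; 0% = neutral control wells and 100% = peptide positive control; higher means more block of Keap1 binding to Nrf2 peptide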
# RTF Ca sens act: cardiac RTF calcium sensitization; activation, % at 7.2 µM; IANBD-labeled TnC RTF fluorescence at EC20 calcium; 0% EC20 calcium, 100% full calcium; 0.24% of 340,000 active; P19429+P45379;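 active = activation above the mean over all tested compounds plus 3 SD, cut at about 30% in these data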;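 note: rise in fluorescence read as greater calcium sensitivity of cardiac thin filaments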
# CAL PDZ FP-1: blocks peptide binding to the human CAL PDZ domain | Q9HD26 | purified CAL PDZ, TMR-peptide fluorescence polarization, 1 h | inhibition, % at 24.9 µM | 0.92% of 300,000 active | AID 602252;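 active = mean inhibition of at least 30% with at least half of replicates also reaching 30%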;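 note: 0% = DMSO neutral control and 100% = excess unlabeled competitor peptide PRC23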
# LANA DNA inh: inhibitors of KSHV LANA C-terminal domain DNA binding | inhibition, % at 9 µM | 0.078% of 340,000 active | MBP-C-LANA/FAM-LBS DNA binding, fluorescence polarization;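 active = highest replicate inhibition at or above 60% at 9 µM, even if other replicates fall short; inactive = all replicates below 60% inhibition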;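 note: 0% = neutral control wells and 100% = 4 µM acridine orange control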
# Rtt109 HAT inh: inhibitors of Candida albicans Rtt109/Vps75 histone acetyltransferase; Q5AAJ8; purified Rtt109/Vps75, ThioGlo CoA-SH fluorescence, 4 h; inhibition, % at 34.9 µM; 0.16% of 330,000 active; AID 540336;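 active = inhibition of at least 50% in every replicate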
# Target sequence (Q5AAJ8 whole entry, looked up): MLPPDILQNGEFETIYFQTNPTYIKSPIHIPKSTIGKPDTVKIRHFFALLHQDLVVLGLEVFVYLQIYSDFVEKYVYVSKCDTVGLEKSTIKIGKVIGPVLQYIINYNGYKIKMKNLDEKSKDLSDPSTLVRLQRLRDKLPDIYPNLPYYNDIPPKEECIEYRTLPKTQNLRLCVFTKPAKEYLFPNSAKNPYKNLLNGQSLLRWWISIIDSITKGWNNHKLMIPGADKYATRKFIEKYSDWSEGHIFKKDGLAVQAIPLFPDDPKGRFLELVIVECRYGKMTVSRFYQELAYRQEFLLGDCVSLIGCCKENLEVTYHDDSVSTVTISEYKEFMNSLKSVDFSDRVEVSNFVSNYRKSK
# CAL PDZ FP-2: blocks peptide binding to human CAL PDZ domain; Q9HD26; purified CAL PDZ, TMR-peptide fluorescence polarization, 1 h; inhibition, % at 20 µM; 0.02% of 330,000 active; AID 504414;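 active = highest replicate inhibition of at least 40%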;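 note: plate controls were DMSO neutral control wells for no effect and unlabeled competitor peptide control wells for full effect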
#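 Material: tagged CAL PDZ domain; buffer or medium: 25 mM sodium phosphate pH 7.4, 150 mM NaCl, TCEP, IgG, Thesit; compound dosing: single point, 20 µM; schedule: 1 h incubation at room temperature before polarization reading; measured by: FP readout, S and P plane fluorescence; read-out basis: percent inhibition from loss of millipolarization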
# DAGLB inh: diacylglycerol lipase beta (human) inhibition; Q8NCG7; HEK293T DAGLB membrane lysate, EnzChek fluorogenic substrate; inhibition, % at 5.17 µM; 0.059% of 340,000 active; AID 504411; in the data active = inhibition above about 34%;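 note: 0% = enzyme with vehicle and 100% = wells lacking enzyme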
# Target sequence (Q8NCG7 whole entry, looked up): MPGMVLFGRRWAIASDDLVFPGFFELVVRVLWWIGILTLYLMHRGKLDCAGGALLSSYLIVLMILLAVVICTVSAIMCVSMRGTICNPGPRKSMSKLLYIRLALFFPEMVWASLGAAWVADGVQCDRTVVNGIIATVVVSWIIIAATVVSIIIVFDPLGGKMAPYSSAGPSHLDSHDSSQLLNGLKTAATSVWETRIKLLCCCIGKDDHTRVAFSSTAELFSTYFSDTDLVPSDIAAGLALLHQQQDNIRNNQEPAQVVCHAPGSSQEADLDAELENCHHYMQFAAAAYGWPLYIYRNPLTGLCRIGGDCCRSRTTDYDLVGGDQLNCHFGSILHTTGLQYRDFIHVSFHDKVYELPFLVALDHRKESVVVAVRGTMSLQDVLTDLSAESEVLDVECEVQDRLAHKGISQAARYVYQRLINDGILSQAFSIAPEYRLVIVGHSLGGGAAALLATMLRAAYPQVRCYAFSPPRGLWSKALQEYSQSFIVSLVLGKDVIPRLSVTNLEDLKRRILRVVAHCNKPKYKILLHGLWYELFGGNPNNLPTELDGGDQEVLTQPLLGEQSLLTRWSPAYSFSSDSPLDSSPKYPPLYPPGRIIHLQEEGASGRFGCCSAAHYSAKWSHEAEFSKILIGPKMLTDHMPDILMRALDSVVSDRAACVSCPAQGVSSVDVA
# SR-BI uptake up: activators of SR-BI mediated HDL lipid uptake; activation, % at 12.5 µM; CHO ldlA[mSR-BI] cells, DiI-HDL uptake fluorescence, 3 h; 100 = double the neutral-control signal; AID 504775; 0.096% of 320,000 active;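 active = mean replicate activation of at least 60% and every replicate at or above 60%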;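 note: 0% = median plate neutral-control signal and 100% = twice that signal; values of inactives mirror those of a sister screen read the other way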
#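 Material: SR-BI-overexpressing, LDLR-lacking CHO cells; schedule: compound exposure 3 h, 37 °C; reagent: DiI-labelled HDL at 10 µg/mL final; technique: bottom-read fluorescence, 550/595 nm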
# The depositor's hits bear a star; nt = no result given.
molecule,PKA-R2B activ,Cardiac RTF inh,Keap1-Nrf2 PPI,RTF Ca sens act,CAL PDZ FP-1,LANA DNA inh,Rtt109 HAT inh,CAL PDZ FP-2,DAGLB inh,SR-BI uptake up
CC(C)n1nnnc1SCC(=O)N1CCN(Cc2ccc3c(c2)OCCO3)CC1,-9.7,3.6,2.3,1.5,nt,1.5,2.4,0.4,-3.1,4.2
Cc1c(NC(=O)CSc2ccccc2C(=O)Nc2cccnc2)c(=O)n(-c2ccccc2)n1C,5.3,-15.3,3.8,1.1,83.1*,1.7,-7.0,-2.1,1.3,21.0
O=C(NC1CCN(S(=O)(=O)c2ccccc2)CC1)c1ccc(F)cc1,11.6,-3.0,-0.1,-2.2,1.5,-0.1,-2.8,-1.1,-1.0,-9.9
CCOc1ccc(-c2cc(N)n(S(=O)(=O)c3ccc(OC)cc3)n2)cc1,2.3,-9.8,-8.9,5.5,nt,-0.2,2.3,-0.7,-5.0,2.4
COc1ccccc1-n1c(-c2cccnc2)n[nH]c1=S,-10.3,5.2,0.6,0.8,-2.0,0.2,-2.6,-1.9,1.0,7.4
CCOc1ccc(/C=C/C(=O)c2ccccc2)cc1,-10.0,-13.8,-0.3,-2.5,-5.4,-1.4,-1.0,-1.2,-14.8,2.2
Cc1cc(N(C)C)cc(C)[n+]1[O-],1.7,-6.0,0.5,3.4,-1.9,0.2,-8.3,0.9,0.2,30.3
COc1ccc(NC(=O)/C(N=Nc2cc(S(=O)(=O)Nc3ccc(OC)cc3)ccc2OC)=C(\C)O)cc1,3.2,-0.9,-0.8,1.8,-1.5,0.2,7.5,-0.1,1.1,-19.0
Cc1cc(C)cc(C(=O)OCC(=O)NC(=O)NC2CCCC2)c1,-4.1,-5.2,-2.7,1.1,-7.1,0.8,1.1,-1.9,-3.9,-8.0
COc1cccc2c1OCC(C(=O)Nc1nccs1)=C2,-13.1,-8.0,2.2,7.2,-6.4,-1.3,2.3,-1.6,1.1,-12.1
Cc1ccc(NS(=O)(=O)c2c(C(=O)N3CCCCCC3)c(C)n(C)c2C)cc1C,-1.4,-4.8,-5.0,-4.8,1.4,0.1,0.7,-0.9,1.7,0.7
C=CCN(Cc1nc(-c2ccc(OC)cc2)no1)C(=O)c1ccc2c(c1)OCO2,7.8,-9.5,-3.1,-2.8,-4.4,-1.1,0.3,-3.0,-3.1,nt
CCC1=NN2C(=N)/C(=C/c3cc(C)n(Cc4ccccc4)c3C)C(=O)N=C2S1,-1.6,-9.9,3.8,1.6,1.7,10.0,-0.9,-1.3,4.2,-21.6
COc1ccc(C(C)=O)cc1CC(=O)Nc1ccc2c(c1)CCC2,-8.9,-5.4,-2.8,-2.9,-2.8,0.0,-0.2,-2.8,-2.6,nt
CS(=O)(=O)N(CC(=O)NCc1ccccc1Cl)Cc1ccccc1,0.2,-2.0,0.9,-0.9,nt,-0.7,-5.1,0.2,-1.3,18.2

# Four successive records already listed, quoted:
molecule,PKA-R2B activ,Cardiac RTF inh,Keap1-Nrf2 PPI,RTF Ca sens act,CAL PDZ FP-1,LANA DNA inh,Rtt109 HAT inh,CAL PDZ FP-2,DAGLB inh,SR-BI uptake up
CC(C)n1nnnc1SCC(=O)N1CCN(Cc2ccc3c(c2)OCCO3)CC1,-9.7,3.6,2.3,1.5,nt,1.5,2.4,0.4,-3.1,4.2
Cc1c(NC(=O)CSc2ccccc2C(=O)Nc2cccnc2)c(=O)n(-c2ccccc2)n1C,5.3,-15.3,3.8,1.1,83.1*,1.7,-7.0,-2.1,1.3,21.0
O=C(NC1CCN(S(=O)(=O)c2ccccc2)CC1)c1ccc(F)cc1,11.6,-3.0,-0.1,-2.2,1.5,-0.1,-2.8,-1.1,-1.0,-9.9
CCOc1ccc(-c2cc(N)n(S(=O)(=O)c3ccc(OC)cc3)n2)cc1,2.3,-9.8,-8.9,5.5,nt,-0.2,2.3,-0.7,-5.0,2.4

# Other compounds
molecule,PKA-R2B activ,Cardiac RTF inh,Keap1-Nrf2 PPI,RTF Ca sens act,CAL PDZ FP-1,LANA DNA inh,Rtt109 HAT inh,CAL PDZ FP-2,DAGLB inh,SR-BI uptake up
COc1cc(NC(=O)C2CC(c3ccc(Cl)cc3)=NO2)cc(OC)c1OC (stereo unspecified),2.2,1.7,4.2,-3.3,-8.4,-27.2,-5.0,5.9,-1.0,-13.3
O=C(NCCN1CCN(c2cccc(Cl)c2)CC1)c1cccn2c(=O)c3ccccc3nc12,5.5,2.9,0.6,-2.2,-4.1,-1.2,-4.2,-2.2,-0.1,nt
O=C(Nc1ccon1)c1cccc(C(F)(F)F)c1,10.9,-3.5,-0.3,2.5,1.9,-1.1,-29.5,0.2,-5.0,nt
Cc1ncsc1C(=O)N1CCCC(CNS(=O)(=O)c2cccs2)C1 (stereo unspecified),-9.6,-2.0,-3.7,3.0,nt,1.4,-2.9,0.1,0.3,6.7
COc1ccc(CCNC(=O)C23CCC(C)(C(=O)O2)C3(C)C)cc1OC (stereo unspecified),-4.3,-6.9,-4.2,0.2,0.0,0.6,1.3,-2.2,-3.8,nt
CC(=O)NC(CC(=O)N(C)C1CCCCC1)c1ccccc1 (stereo unspecified),-12.2,-4.8,-4.3,2.2,-2.4,-0.6,1.6,1.7,-1.9,nt
CN(C)S(=O)(=O)c1ccc2c(c1)nc(CCC(=O)Nc1ccc(N3CCOCC3)cc1)n2C,-15.4,-12.3,-3.3,3.9,-2.4,0.0,7.5,-1.5,-1.9,8.3
N#CC(c1cccc(Cl)c1)c1ncc(C(F)(F)F)cc1Cl (stereo unspecified),-4.5,-4.3,-1.4,-4.0,0.2,0.0,nt,-2.3,-1.8,-5.0
O=C(COC(=O)CCC(=O)c1cccs1)NC1CCCCC1,-15.9,5.2,-3.2,4.8,-6.8,-0.3,3.5,0.6,2.0,1.0
CC(=O)c1cccc(NC(=O)c2ccc(NS(C)(=O)=O)cc2)c1,4.8,-5.2,-4.6,-0.6,1.6,-2.5,-5.7,-1.9,-1.1,nt
CC(C)CN(CCNC(=O)CN1C(=O)COc2ccc(S(=O)(=O)N3CCOCC3)cc21)CC(C)C,-14.2,-9.4,-7.4,3.0,-3.5,-0.1,-5.3,-2.3,0.8,5.7
Cc1ccc(S(=O)(=O)NCCC(=O)NC2CCCCCC2)cc1,-3.6,-4.9,-5.9,-2.8,-0.9,-0.7,6.2,-2.4,-0.2,11.6
Cc1ccc(NS(=O)(=O)c2ccc3c(c2)NC(=O)CCS3)c(Cl)c1,-13.6,-14.6,0.7,-1.2,-5.2,0.0,4.1,-3.2,1.4,4.4
COCCN(Cc1cc2cc(C)c(C)cc2nc1Cl)C(=O)N1CCOCC1,-4.6,5.9,2.9,4.4,7.8,-0.3,1.8,-0.4,-3.4,9.7
CCOC(=O)c1sc(NC(=O)CSc2n[nH]c(-c3ccccc3)n2)c(C#N)c1C,-2.0,-5.8,-0.3,5.1,-2.7,0.5,8.4,-1.6,-2.0,13.0
Cc1cccc(NC(=O)c2csnn2)n1,2.9,8.3,0.1,0.8,-5.8,-1.0,1.4,-1.4,-1.4,9.5
CCCCOC(=O)Nc1nnc(C(C)C)s1,11.7,-13.7,-1.1,16.1,0.7,-1.9,3.6,-0.9,0.3,0.1
CCOC(=O)N1CCC(NC(=O)c2cc(COc3ccccc3SC)on2)CC1,-7.3,-6.8,0.9,3.0,-0.5,0.4,-3.2,-3.9,3.7,-38.5
O=C(NS(=O)(=O)N1CCOCC1)C1=C(N2CCCC2)COC1=O,-3.8,5.5,0.3,12.6,-2.1,1.7,-2.7,-0.7,0.0,23.1
Cc1cccc(C(=O)N[C@H](C(=O)Nc2ccc3c(c2)OCO3)C(C)C)c1,-1.9,0.7,1.4,-2.2,2.4,-1.0,-1.7,-0.1,0.9,8.8
O=C(Nc1nnc(C2CC2)s1)c1cc2ccccc2o1,0.8,-4.7,-6.6,-5.3,-2.9,0.9,-15.6,-3.4,2.3,-14.4
COc1ccc(/C=C/CN2CCN(CC(C)C)C(CCO)C2)cc1 (stereo unspecified),-11.2,-1.4,-5.9,-4.2,0.0,0.1,nt,-1.9,-0.3,20.4
O=C(Nc1nc(-c2ccc(-c3ccccc3)cc2)cs1)c1cnccn1,-14.2,4.4,3.8,-2.9,-0.9,-0.6,-5.3,-2.8,-0.1,5.6
CCOC(=O)C1=C(C)NC(=O)NC1c1ccc(OC)c(Cl)c1 (stereo unspecified),-3.6,-3.5,-1.6,-1.6,nt,-0.8,-1.6,-0.2,3.4,-19.9
CCC(=O)c1ccc(OCC(=O)Nc2ccccc2C(=O)N2CCCCC2)cc1,-3.8,4.5,-3.2,-22.3,1.1,0.9,0.7,-0.5,0.4,-19.9
O=CN1CCN(C(=S)Nc2ccc(OC(F)F)cc2)CC1,2.1,-18.2,-7.9,13.2,-1.2,-0.2,-7.9,-0.6,0.8,-38.0
CCCCN(C(=O)C(C)Oc1ccc(Br)cc1)c1c(N)n(CC(C)C)c(=O)[nH]c1=O (stereo unspecified),7.2,-5.5,2.8,2.5,1.3,-2.1,5.9,-0.3,-6.7,21.0
CCCCSc1nnc(-c2ccccc2NC(C)=O)c(=O)[nH]1,-8.8,-3.5,-2.5,0.4,-1.0,-0.5,-0.9,-1.1,-3.5,-0.4
O=[N+]([O-])c1ccc(O)c(/C=N/n2c(CO)nc3ccccc32)c1,-3.7,-0.7,-1.4,6.7,0.4,-1.2,14.2,-1.0,6.9,22.0
Cc1nn(Cc2ccc(F)cc2)c(C)c1NC(=O)c1cnn2c1NC(c1ccccc1)CC2C(F)(F)F (stereo unspecified),-1.4,-7.3,2.0,-2.6,-2.3,-0.2,1.3,-0.3,-1.7,7.2
COC(=O)C(C)Oc1ccc(Cl)c(CN2OCC(C)(C)C2=O)c1 (stereo unspecified),6.4,-9.7,0.2,6.8,-0.8,0.6,-11.4,-1.0,1.5,5.5
CCCOc1ccc(C2C3=C(CCCC3=O)N(CC(=O)O)C3=C2C(=O)CCC3)cc1OCC,0.5,0.0,0.7,3.0,-5.6,3.1,1.8,0.4,-0.8,6.6
O=C(CN1C(=O)S/C(=C/c2cccn2-c2ccc(O)cc2)C1=O)N1CCCC1,-5.9,-26.8,-1.3,-2.1,-1.8,0.3,0.4,-1.1,1.8,-28.4
N#Cc1cccc(C#N)c1Oc1ccc(S(=O)(=O)Nc2ccccc2)cc1,nt,nt,-0.5,nt,nt,-0.8,-2.0,-0.7,nt,7.4
CC1CCN(CCCn2c(=S)[nH]c3ccccc3c2=O)CC1,-3.4,1.5,-8.4,6.8,-2.2,0.3,4.8,-1.0,-0.6,-4.6
OCCNc1ccc(Cl)cc1,-2.1,-6.4,-1.9,6.5,-0.8,-1.6,-10.6,-0.1,-2.2,22.4

# Random draw from the library; overall some 1.6% were active at least once.
